KOR beta-arrestin-1 – kappa opioid receptor blockers – cell-based, luminescence, uHTS (AID 1778); one-dose inhibition, % at 10 µM; IC50 in µM for titrated hits; KOR beta-arrestin recruitment, luminescence, antagonist mode; higher % means a stronger effect; actives 0.091% (n = 290,000); in the data active = inhibition above about 50%; note: strong numbers were not always called active
NTR1 ag – NTR1-driven beta-arrestin-GFP spot formation – imaging, U2OS cells, high content, primary screen (AID 493036) | P30989 | activation, % at 20 µM | agonist mode | actives 0.17% (n = 330,000);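 active = activation at or above 40% of the spot to cytoplasm intensity ratio, with at least 20 cells analyzed; inconclusive = wells under 20 cells, flagged as cytotoxic or low count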;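 note: 0% = DMSO without peptide and 100% = 100 nM NTR1 peptide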
Target sequence (P30989 whole entry, looked up): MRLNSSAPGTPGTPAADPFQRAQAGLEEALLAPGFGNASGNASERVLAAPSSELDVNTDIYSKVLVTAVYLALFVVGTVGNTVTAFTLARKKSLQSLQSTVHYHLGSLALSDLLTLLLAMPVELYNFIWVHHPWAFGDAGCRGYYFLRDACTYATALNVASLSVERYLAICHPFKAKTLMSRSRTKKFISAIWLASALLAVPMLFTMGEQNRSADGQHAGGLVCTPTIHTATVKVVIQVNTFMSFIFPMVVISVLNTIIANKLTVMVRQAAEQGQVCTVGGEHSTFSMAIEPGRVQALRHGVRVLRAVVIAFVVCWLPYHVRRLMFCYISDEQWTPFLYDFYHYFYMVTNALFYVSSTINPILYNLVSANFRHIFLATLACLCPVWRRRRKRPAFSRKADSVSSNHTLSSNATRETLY
Rac1 GTP hydrolysis – MgcRacGAP GTPase-activating activity inhibitors, confirmation, biochemical, ADP Hunter fluorescence; MgcRacGAP-stimulated Rac1 GTP hydrolysis, ADP Hunter fluorescence; higher % means a stronger effect; GST-tagged Rac1 F28L mutant substrate; actives 0.6% (n = 340,000); inhibition, % at 30 µM; hits with a dose series show IC50 in µM;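 active = first-screen hits whose inhibition reached a set limit at any dose in the follow-up dose series; inconclusive = inhibition above the set first-screen limit but never retested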;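 note: fluorescence reports GDP produced by GAP-driven GTP hydrolysis; strong numbers were not always called active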
KOR beta-arrestin-2 – KOR agonists, beta-arrestin recruitment, primary screen, cell-based, luminescence, uHTS (AID 1777); KOR beta-arrestin recruitment, luminescence; higher % means a stronger effect; actives 0.02% (n = 280,000); activation, % at 10 µM, or EC50 in µM where a hit was titrated; in the data active = activation above about 50%, passing the limit was not always enough; note: a part of the inactive calls stands beside numbers as strong as those of hits
GPR35 arrestin U2OS – GPR35 antagonists blocking zaprinast-driven arrestin recruitment, primary screen, imaging, U2OS, beta-arrestin-GFP, zaprinast agonist (AID 2058); one-dose inhibition, % at 10 µM; IC50 in µM for titrated hits; actives 0.052% (n = 290,000); U2OS GPR35 beta-arrestin-GFP translocation imaging, zaprinast antagonism; higher % means a stronger effect;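 active = inhibition of at least 50% with at least 30 cells and total cytoplasm GFP at most 10,000,000; inconclusive = under 30 cells or total GFP of 10,000,000 plus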
NOD1 NF-kB reporter – NOD1 signaling inhibitors, primary screen, cell-based, luminescence, uHTS (AID 1578). NOD1-driven NF-kB luciferase reporter cells, luminescence; higher % means a stronger effect. inhibition, % at 4 µM, or EC50 in µM where a hit was titrated. actives 1% (n = 290,000); in the data active = inhibition mostly above about 36%, no sharp cut-off; inactive = mostly below about 34%;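 note: HEK-293T reporter cells stimulated with the NOD1 agonist gamma-tri-DAP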
K1F lysis inhibition – inhibition of K1F phage lysis, E. coli UTI89, bacterial capsule biogenesis inhibitors, alamar blue (AID 488966); E. coli UTI89 K1F phage lysis, alamar blue, 2 h; higher % means a stronger effect; inhibition, % at 100 µM; hits with a dose series show IC50 in µM; actives 0.02% (n = 340,000);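 active = phage lysis inhibition, versus mean bacterial control, above a set limit; inconclusive = no clear call, values can overlap the other calls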;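 note: capsule biogenesis inhibitors block K1F phage lysis so surviving cells raise fluorescence; higher fluorescence means more inhibition of phage lysis; actives were called in the ten point dose series up to 300 µM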
GPR55 LPI antagonism – inhibition of LPI-stimulated GPR55 beta-arrestin translocation – imaging, U2OS, beta-arrestin-GFP, LPI agonist, primary screen (AID 2013) | U2OS GPR55 beta-arrestin-GFP translocation imaging, LPI antagonism; higher % means a stronger effect | inhibition, % at 10 µM, or IC50 in µM where a hit was titrated | actives 0.13% (n = 290,000);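 active = spots per cell inhibited over 60%, with over 100 cells counted and total cytoplasm intensity under 500,000; inconclusive = wells with under 100 cells, flagged as likely toxic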;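 note: U2OS cells stably carrying GPR55 and arrestin-GFP stimulated by 5 µM LPI near EC80; imaged beta-arrestin-GFP aggregate spots per cell after agonist stimulation; plate controls were LPI-stimulated DMSO wells for no effect and DMSO wells without LPI for full effect; some results filed as inactive read as strong as hits; confirmed hits need IC50 under 10 µM and bright autofluorescent wells are also inconclusive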
GPR55 activation – selective activators of receptor GPR55 – imaging, U2OS cells, beta-arrestin-GFP redistribution, primary screen (AID 1961); U2OS GPR55 beta-arrestin-GFP redistribution imaging; higher % means a stronger effect; actives 0.048% (n = 290,000); activation, % at 10 µM; hits with a dose series show EC50 in µM;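 active = activation above 40% with more than 50 cells counted in the well; inconclusive = wells holding fewer than 50 cells, flagged as toxic or sparse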;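 note: U2OS osteosarcoma cells stably expressing GPR55 and beta-arrestin-GFP; plate controls were DMSO negative control for no effect and LPI positive control for full effect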
NTR1 ag cell count 20 µM – also measured in NTR1 ag; calls as there; cell count; measured here: cell count, cytotoxicity flag
Starred values were filed as active, the others as inactive; i = inactive; ? = inconclusive; . = not tested or not shown; [ ] = dose if it differs, or a comment. A portion of the library (hit frequency here may not be typical).

SMILES	KOR beta-arrestin-1	NTR1 ag	NTR1 ag cell count 20 µM	Rac1 GTP hydrolysis	KOR beta-arrestin-2	GPR35 arrestin U2OS	NOD1 NF-kB reporter	K1F lysis inhibition	GPR55 LPI antagonism	GPR55 activation
COC(=O)C1=C(C)Nc2ncnn2C1c1ccc(OC(=O)c2ccccc2)cc1 (stereo not drawn)	-25%	-0.1	54	-1%	-0.1%	-1%	.	4.4%	10%	0.1%
CC(C)CCNC(=O)CCn1nc(-c2ccccc2)ccc1=O	-5%	0.2	30	8%	4.0%	10%	4%	-0.6%[50 µM]	10%	0.2%
Cc1ccc(-n2c(=O)c(C#N)cc3c(=O)n4ccccc4nc32)cc1C	-2%	-1.6	85	7%	-5.5%	0%	9%	1.4%	6%	-0.1%
COC(=O)COc1cccc(NC(=O)c2cc(OC)cc(OC)c2)c1	10%[20 µM]	0.9	44	4%	-3.7%	-6%	-18%	-2.0%	-8%	-0.1%
O=C(O)CCCn1c(=O)[nH]c2ccccc2c1=O	-9%	-2.1	105	4%	1.2%	4%	-6%	1.3%	19%	-0.1%
O=C1C2CCCCN2C(=O)N1CCCCN1CCN(c2cccc(Br)c2)CC1 (stereo not drawn)	-13%	0.7	67	5%	0.3%	9%	-38%	-0.1%	7%	-0.1%
O=C1C(=O)N(CCN2CCOCC2)C(c2ccccn2)/C1=C(/O)c1ccc(Cl)cc1 (stereo not drawn)	7%	2.9	70	9%	-8.8%	0%	-13%	1.3%	2%	-0.1%
COc1ccccc1N/C=C/c1onc(C)c1[N+](=O)[O-]	-26%	-2.7	80	5%	3.8%	8%	-44%	0.1%	0%	-1.1%
COc1ccc(OCC(=O)Nc2ccc3c(c2)nc(CCN2CCN(C)CC2)n3C)cc1	-20%	-0.5	64	11%	-1.1%	-8%	7%	-0.2%	-8%	0.3%
Cc1cccc(Cc2c(C)nc3nc(SCC(=O)O)nn3c2C)c1	13%	-1.2	42	-7%	12%	-2%	-4%	-0.4%	-5%	0.5%
COc1ccc(S(=O)(=O)n2nc(OC(C)=O)cc2N)cc1	-20%	0.7	57	15%	-0.1%	-8%	-20%	0.9%	5%	0.1%
CN(CCc1ccccn1)C(=O)CC1C(=O)NCCN1Cc1cccc(F)c1 (stereo not drawn)	27%	0.6	56	3%	1.2%	1%	5%	0.0%	16%	0.3%
O=C(CCCO)NC1Cc2ccccc2C1	7%	1.3	49	10%	7.2%	7%	-14%	-1.1%	0%	0.2%
CC(C)c1nnc(SCC(=O)Nc2ccc3c(c2)OCO3)n1C	20%	-1.8	80	7%	-5.0%	-11%	-7%	1.6%	3%	-0.2%
O=C(NCC(c1ccc(F)cc1)N1CCOCC1)c1cc(F)c(F)c(F)c1F (stereo not drawn)	11%	4.7	83	11%	-3.7%	-8%	-15%	0.2%	-1%	0.8%
COc1ccc(-c2[nH]nc3c2C(c2ccsc2)C(C#N)=C(N)O3)cc1 (stereo not drawn)	-8%	5.4	84	3%	-2.2%	-2%	19%	2.1%	4%	-0.1%
CC(C)C1C(C#N)=C(N)SC(N)=C1C#N	40%	-1.0	86	6%	-5.4%	1%	18%	-0.6%	9%	0.2%
CCCCc1c(C)[nH]c2nc3ccccc3n2c1=O	-4%[20 µM]	-1.3	48	0%	-1.6%	12%	-43%	-0.1%	-7%	-0.4%
Cc1csc(/N=C/c2ccc([N+](=O)[O-])cc2)n1	2%	.	.	4%	22%	-12%	-6%	2.4%[50 µM]	10%	-0.3%
O=C(Nc1ccnn1C1CCN(Cc2ccc(C#CCCO)cc2)CC1)c1cccc(F)c1	6%	0.0	58	6%	-0.7%	-5%	-30%	0.0%	12%	0.0%

A run of entries from the list above, for reference:
SMILES	KOR beta-arrestin-1	NTR1 ag	NTR1 ag cell count 20 µM	Rac1 GTP hydrolysis	KOR beta-arrestin-2	GPR35 arrestin U2OS	NOD1 NF-kB reporter	K1F lysis inhibition	GPR55 LPI antagonism	GPR55 activation
COc1ccc(S(=O)(=O)n2nc(OC(C)=O)cc2N)cc1	-20%	0.7	57	15%	-0.1%	-8%	-20%	0.9%	5%	0.1%
CN(CCc1ccccn1)C(=O)CC1C(=O)NCCN1Cc1cccc(F)c1 (stereo not drawn)	27%	0.6	56	3%	1.2%	1%	5%	0.0%	16%	0.3%

Remaining list, next part
SMILES	KOR beta-arrestin-1	NTR1 ag	NTR1 ag cell count 20 µM	Rac1 GTP hydrolysis	KOR beta-arrestin-2	GPR35 arrestin U2OS	NOD1 NF-kB reporter	K1F lysis inhibition	GPR55 LPI antagonism	GPR55 activation
CN1CCC(=NNC(=O)C(=O)NCc2ccccc2)CC1	-3%	0.6	51	-2%	-3.6%	-1%	-22%	4.2%	10%	0.1%
COc1ccccc1NC(=O)CN1CCN(C(=O)C2CCCO2)CC1 (stereo not drawn)	-18%	-0.1	58	10%	2.9%	2%	-32%	0.3%	10%	-0.2%
Cc1ccc(CNC(=O)CN2C(=O)COc3ccc(S(=O)(=O)N4CCC(C)CC4)cc32)o1	13%	0.9	66	10%	-2.9%	-2%	-6%	0.2%	19%	-0.1%
CCc1ccc(NC2=NC(C(=O)NC3CCCCC3)CC(=O)N2)cc1 (stereo not drawn)	-5%	-0.6	81	0%	4.5%	10%	-20%	0.4%	10%	0.0%
COc1ccc(N2CCN(C(=O)c3cc4cc(Cl)ccc4[nH]3)CC2)cc1	35%	3.9	68	6%	-5.8%	10%	-23%	0.0%	4%	0.3%
COc1cccc(CCNC(=O)CC2C(=O)NCCN2Cc2ccc(C)o2)c1 (stereo not drawn)	-25%	0.6	69	-45%	-0.2%	17%	10%	i	6%	-0.1%
C/C(=N/NC(=O)C1CCCN1C(=O)c1ccc([N+](=O)[O-])cc1)c1ccc(Br)cc1 (stereo not drawn)	5%	0.2	59	8%	-0.6%	8%	-3%	-0.1%[50 µM]	-3%	0.0%
COC(=O)CCC(=O)Nc1ccc(S(=O)(=O)N2CCCCCC2)cc1	-13%	-0.8	87	1%	-1.0%	-8%	-17%	-0.9%	7%	0.2%
CN1C(C(=O)NCc2cccc(C(F)(F)F)c2)CC2Cn3c(nc4cc(Cl)c(Cl)cc43)C21 (stereo not drawn)	-8%	-1.7	84	9%	6.3%	-5%	5%	0.0%	1%	-0.1%
COc1ccc(Cc2nnc(N/N=C/c3ccc(Br)cc3)[nH]c2=O)cc1OC	-8%	6.3	58	10%	7.0%	3%	-12%	1.9%[50 µM]	8%	0.8%
Cc1sc2ncn(CC(=O)OC(C)C)c(=O)c2c1C	-32%	.	.	.	-3.4%	10%	-10%	.	9%	0.0%
CCOc1cc(C(=O)NN=C2CCCC2)cc(OCC)c1OCC	22%	1.5	54	6%	-1.1%	-10%	-17%	-0.3%[50 µM]	-8%	-0.1%
CCOc1ccc(NC(=O)CC2C(=O)N(C)C(=S)N2Cc2ccc3c(c2)OCO3)cc1 (stereo not drawn)	-25%	1.4	43	8%	-0.3%	1%	4%	0.7%	-10%	0.1%
COc1cc(O)ccc1C(=O)CCc1ccc(O)cc1	15%	1.7	54	?	-2.5%	-7%	0%	-1.5%	-2%	-0.2%
CCCOc1ccc(/C(O)=C2/C(=O)C(=O)N(CCCn3ccnc3)C2c2ccco2)cc1 (stereo not drawn)	-26%	-1.4	110	7%	4.8%	13%	5%	0.1%	4%	-0.1%
COc1ccc(NC(=O)C(C)N2c3cccc4cccc(c34)S2(=O)=O)cc1 (stereo not drawn)	.	0.2	57	4%	-4.1%	6%	29%	4.6%	-1%	-0.2%
Cc1nnsc1C(=O)N1CCCC(C(=O)c2ccc(C(F)(F)F)cc2)C1 (stereo not drawn)	-17%	0.2	99	10%	-3.5%	4%	-15%	0.1%	6%	-0.3%
Cc1ccc(NC(=O)c2cc(S(=O)(=O)NCCC3=CCCCC3)ccc2F)cc1	23%	8.1	64	2%	-0.8%	16%	48%	-0.3%	3%	-0.1%
C/C(=N\NC(=O)c1c(C)nc2ccccn12)c1ccco1	-21%	1.8	84	11%	1.7%	-11%	-23%	0.0%	6%	-0.3%
CCn1c(CC(=O)Nc2ccccc2F)nnc1SCC(=O)N1CCN(c2ccccc2)CC1	21%	-1.2	34	2%	-0.4%	-11%	-21%	7.1%	10%	-0.2%

An excerpt from above, limited to NTR1 ag cell count 20 µM:
molecule,NTR1 ag cell count 20 µM
CCOc1cc(C(=O)NN=C2CCCC2)cc(OCC)c1OCC,54
CCOc1ccc(NC(=O)CC2C(=O)N(C)C(=S)N2Cc2ccc3c(c2)OCO3)cc1 (stereo not drawn),43
COc1cc(O)ccc1C(=O)CCc1ccc(O)cc1,54

(cont.)
SMILES	KOR beta-arrestin-1	NTR1 ag	NTR1 ag cell count 20 µM	Rac1 GTP hydrolysis	KOR beta-arrestin-2	GPR35 arrestin U2OS	NOD1 NF-kB reporter	K1F lysis inhibition	GPR55 LPI antagonism	GPR55 activation
O=c1cc(-c2ccc(C3CCCCC3)cc2)[nH][nH]1	-34%	2.3	52	6%	1.6%	0%	-50%	1.6%	2%	0.0%
O=C(NCC1CCCO1)C(c1ccccn1)N(Cc1ccccc1Cl)C(=O)CN1C(=O)c2ccccc2S1(=O)=O (stereo not drawn)	4%	0.1	40	6%	-2.8%	3%	-48%	1.0%	4%	0.3%
Clc1cc2nc(-c3cccnc3Cl)[nH]c2cc1Cl	-25%	-0.8	97	11%	5.6%	-12%	-14%	-0.2%	4%	0.0%
COc1ccc(S(=O)(=O)NCCSCc2ccccc2C)cc1Br	-4%	0.2	86	4%	3.9%	14%	-18%	0.1%	13%	-0.1%
CCOc1ccc(-n2c(SCC(=O)NCc3ccco3)nc3c(c2=O)SCC3)cc1	8%	-0.6	84	7%	-3.6%	3%	-12%	0.5%	4%	-0.1%
Cc1cccn2cc(COc3cccc([N+](=O)[O-])c3)nc12	-22%	-1.6	86	-1%	-4.5%	3%	-48%	2.1%	6%	-0.1%
COc1ccc(CCNC(=O)Cn2nnc(C(=O)Nc3ccc(Br)cc3)c2N)cc1OC	-12%	0.8	59	11%	1.0%	2%	-20%	0.3%	5%	-0.2%
O=C(COc1ccc2c(-c3ccccc3)cc(=O)oc2c1)NCC(O)c1ccccc1 (stereo not drawn)	-11%[20 µM]	-2.3	86	6%	-0.2%	-10%	-27%	0.7%	9%	0.1%
O=C(NC1c2ccccc2-c2ccccc21)c1ccco1	-13%	0.7	42	4%	2.8%	19%	-19%	1.5%	15%	-0.1%
N#Cc1cc2cc3c(cc2nc1SCC(=O)OC1CCCCC1)OCO3	4%	0.8	86	6%	-4.0%	6%	-28%	-1.7%	-2%	0.8%

High-throughput results deposited in PubChem BioAssay by several laboratories.
